# Source: PubChem
# CHRM4 agonist – agonists of human muscarinic M4 receptor (CHRM4); P08173; CHO-K1 hM4/Gqi5, Fluo-8 calcium fluorescence; vehicle 0%, full acetylcholine response 100%; activation, % at 3 µM; 360,000 tested, 0.14% active;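 active means activation above the run mean over all test wells plus 3 SD, cut at about 32% in these data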;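 further: peak over basal fluorescence ratio per well then scaled between controls; 0% = DMSO wells and 100% = acetylcholine at EC100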
# Target sequence (P08173 whole entry, looked up): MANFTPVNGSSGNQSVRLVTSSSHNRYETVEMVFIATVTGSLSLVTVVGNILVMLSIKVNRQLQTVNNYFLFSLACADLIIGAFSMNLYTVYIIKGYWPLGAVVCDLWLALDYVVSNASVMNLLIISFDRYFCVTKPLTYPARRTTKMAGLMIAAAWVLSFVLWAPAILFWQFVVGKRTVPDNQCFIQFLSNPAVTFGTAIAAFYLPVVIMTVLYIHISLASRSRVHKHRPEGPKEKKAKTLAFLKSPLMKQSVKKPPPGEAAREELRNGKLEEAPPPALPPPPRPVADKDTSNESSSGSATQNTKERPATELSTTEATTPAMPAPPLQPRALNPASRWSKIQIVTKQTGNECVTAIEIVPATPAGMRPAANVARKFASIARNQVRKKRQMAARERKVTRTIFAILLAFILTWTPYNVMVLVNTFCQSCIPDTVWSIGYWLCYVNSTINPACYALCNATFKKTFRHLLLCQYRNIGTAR
# OXTR potentiator – potentiators of human oxytocin receptor; CHO-OTR cells, Fluo-8 calcium fluorescence, potentiator mode; 0% = oxytocin EC15, 100% = EC100; activation, % at 3 µM; 320,000 tested, 0.061% active; AID 2445;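 active means activation above that plate's cutoff, the mean activation of tested compounds plus 3 SD, cut at about 6.6% in these data, passing the limit was not always enough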;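 further: 100% uses oxytocin at 75 nM as the full agonist control; some results filed as inactive read as strong as hits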
# Target sequence (P30559 whole entry, looked up): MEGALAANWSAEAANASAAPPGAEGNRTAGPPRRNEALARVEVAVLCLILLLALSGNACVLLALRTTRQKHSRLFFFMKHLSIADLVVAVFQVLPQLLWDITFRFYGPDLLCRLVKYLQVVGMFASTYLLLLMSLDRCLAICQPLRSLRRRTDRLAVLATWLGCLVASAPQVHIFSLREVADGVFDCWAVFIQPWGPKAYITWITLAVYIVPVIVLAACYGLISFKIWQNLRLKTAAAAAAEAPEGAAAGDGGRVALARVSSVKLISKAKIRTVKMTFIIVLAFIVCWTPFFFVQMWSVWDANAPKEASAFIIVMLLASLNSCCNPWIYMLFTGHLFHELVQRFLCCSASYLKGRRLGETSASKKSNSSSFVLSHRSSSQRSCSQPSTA
#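 Replication – single well per compound, singlicate · Assay system – CHO cell line stably expressing human OTR · Timing – 6 min pre-incubation, 100 s read · Measure – normalized max/min fluorescence ratio, % activation · Doses – 3.0 µM, one dose · Detection – Fluo-8 calcium dye fluorescence · Probe or stimulus – oxytocin near EC15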
# M4 antag – antagonists of human muscarinic M4 receptor (CHRM4). P08173. CHO-hM4 cells, ACh EC80, Fluo-8 calcium fluorescence. inhibition, % at 3 µM. 360,000 tested, 0.73% active. AID 624125;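 active means inhibition above its plate's cutoff, the mean inhibition of sample wells plus 3 SD, cut at about 27% in these data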;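 further: 0% = acetylcholine EC80 with DMSO and 100% = DMSO without agonist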
# M1 ag – human M1 muscarinic receptor agonism; 360,000 tested, 0.33% active; AID 588814; activation, % at 3 µM; P11229; CHO-K1 hM1, Fluo-8 calcium fluorescence, agonist mode; 0% DMSO, 100% acetylcholine EC100;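 active means activation above the run's mean compound activation plus 3 SD, cut at about 16% in these data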;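 further: peak over basal fluorescence ratio within a 140 s kinetic read after compound addition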
# M1 PAM – human CHRM1 positive allosteric modulation; CHO-K1 hM1, Fluo-8 calcium fluorescence, ACh EC20; 0% = ACh EC20, 100% = maximal ACh; activation, % at 3 µM; 360,000 tested, 0.088% active; in the data active means activation above about 19%, passing the limit was not always enough
# CHO-K1 Ca antag – M1 antagonist counterscreen hit in parental CHO-K1 cells; ATP-induced calcium, Fluo-8 fluorescence; inhibition, % at 3 µM; 360,000 tested, 0.6% active; AID 602250;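 active means inhibition above a per-plate cutoff, the plate's mean sample inhibition plus 3 SD, cut at about 24% in these data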;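 further: 0% = DMSO plus EC80 ATP and 100% = DMSO alone without ATP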
# M1 ag parental – M1 agonist counterscreen hit in parental CHO-K1 cells | Fluo-8 calcium fluorescence; scaled to maximal ATP response, vehicle zero | activation, % at 3 µM | 360,000 tested, 0.48% active; in the data active means activation above about 15%;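 further: untransfected CHO-K1 host cells lacking M1 receptor as counterscreen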
# M1 antag – blocks human M1 muscarinic receptor; CHO-K1 hM1, Fluo-8 calcium fluorescence, ACh EC80 antagonist; inhibition, % at 3 µM; 360,000 tested, 1.3% active;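 active means percent inhibition above its own plate's cutoff, namely the mean of that plate's compound wells plus 3 SD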;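 further: peak over basal fluorescence ratio during 140 s after agonist addition; 0% = ACh EC80 plus DMSO and 100% = DMSO alone without agonist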
# CHO parental Ca – counter-screen: ATP calcium response change in parental CHO cells. parental CHO-K1, ATP-induced calcium, Fluo-8 fluorescence. inhibition, % at 5.6 µM. 330,000 tested, 0.63% active;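 active means inhibition above that plate's mean sample inhibition plus 3 SD, cut at about 26% in these data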;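 further: 0% = ATP-challenged DMSO wells and 100% = DMSO wells without ATP; some compounds past the cut are filed as inactive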
#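 test system = CHO parental line | reagent = ATP stimulus | measured by = intracellular calcium via Fluo-8 no-wash fluorescent dye | control set = ATP and no-ATP DMSO wells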
# * = called active by the depositor; / = not tested or not shown.
SMILES,CHRM4 agonist,OXTR potentiator,M4 antag,M1 ag,M1 PAM,CHO-K1 Ca antag,M1 ag parental,M1 antag,CHO parental Ca
O=C(NCCC1CCCCN1S(=O)(=O)c1ccc(F)cc1)C(=O)NCC1CCCO1 (stereo unspecified),1,5,5,-2,2,6,0.0,-5,-35
CCOC(=O)N1CCC(NC(=O)C(NS(=O)(=O)c2cccc3nsnc23)c2ccccc2)CC1 (stereo unspecified),1,-22,-6,-4,5,4,5.1,3,-15
O=C(c1cccc(S(=O)(=O)NCc2ccccc2)c1)N1CCCC1,0,-11,-2,-5,6,-6,9.1,-7,-9
CC(=O)NC(Cc1cccc(F)c1)C(=O)NC1CCN(C(=O)c2ccc(C)cc2)CC1 (stereo unspecified),1,-1,5,-2,7,-4,-0.3,-7,-2
O=C1C(SCCO)=C(SCCO)C(=O)c2ccccc21,13,-5,61*,7,-4,23,6.3,24,48*
COc1cc(/C=C/C(=O)O)cc(S(=O)(=O)Nc2ccccc2Cl)c1OC,1,-6,-2,-3,7,-5,-0.2,-8,-8
O=C(CCNS(=O)(=O)c1ccccc1C(F)(F)F)NCc1ccc2c(c1)OCO2,0,-5,5,-3,11,-4,0.9,-16,-5
Cc1cccc(S(=O)(=O)c2c(N)n(/N=C/c3cccnc3)c3nc4ccccc4nc23)c1,1,-7,1,-4,5,-12,0.3,-5,0
CC1(C)CC(Cc2ccc(Cl)nc2)N(C(=O)OC(C)(C)C)C1 (stereo unspecified),-1,/,-28,-4,7,-6,0.3,-11,/
COc1ccc(CNC(=O)C/C(C)=N/NC(=O)Cc2ccc(OC)c(OC)c2)cc1,2,-3,7,-4,-4,3,1.3,2,-13
CC(C)NC(=O)COC(=O)c1ccccc1C(=O)c1ccccc1,1,-6,-16,0,-2,-23,0.3,8,-14
O=C(Nc1ccccc1C(=O)Nc1ccc2c(c1)OCO2)c1ccco1,6,-17,-1,11,6,12,1.4,-16,-17
O=C(COc1ccccc1[N+](=O)[O-])N/N=C/c1ccc[nH]1,1,-9,7,-4,2,7,0.7,-4,-5
COc1cc(CNc2ccc(O)cc2)cc(Br)c1OCc1ccccc1,-1,-7,-1,-5,10,-6,0.7,-8,-3
Cc1cccc(N2CCN(C(=O)c3cc4cc(F)ccc4[nH]3)CC2)c1C,0,-4,-2,-4,-1,-6,0.9,2,-11
CC(O)[C@H]1CNC(=O)C(=O)N1CCc1cc(C(F)(F)F)cc(C(F)(F)F)c1 (stereo partly specified),1,-5,-2,0,8,-17,0.5,-8,-2
C=CCn1c(SCc2cccc(OC)c2)nnc1-c1ccncc1,2,-9,-4,-3,13,20,0.3,-12,-5
COc1ccc(CCNC(=O)c2ccc(OCc3c(C)noc3C)cc2)cc1OC,16,-2,-13,0,-9,6,8.4,14,-12
CC1CCCN(C(=O)CCNC(=O)c2ccccc2Cl)C1 (stereo unspecified),1,6,-5,-1,15,-9,0.9,-12,0
Cc1nn2c([nH]c(=O)c3ccccc32)c1C=O,-1,7,-8,-5,2,-4,0.1,0,-14
O=C(NCCc1ccccn1)c1cc(-c2cccc3ccccc23)nc2ccccc12,12,-11,7,-3,-17,-3,6.0,15,-35
CC1CCCCN1C(=O)CSc1nc(C2CC2)nc2ccccc12 (stereo unspecified),11,-5,-3,0,5,-14,5.2,-9,-20
COc1ccc2oc(C(=O)OCC(=O)c3ccc4c(c3)OCCO4)c(C)c2c1,2,-8,-7,1,-3,14,0.1,23,1
O=C(CCc1ccccc1)Nc1cc(Cl)ccc1O,6,-14,-8,-1,-3,-2,3.3,2,-18
C[C@@H]1CC(=O)[C@H]2CC(CO)=CCC[C@@H]2[C@@]1(C)CC/C(=C/CO)CO,1,-3,-3,1,0,-3,0.2,-7,-16
Cc1ccc(Cn2c(C(CO)Nc3nc(-c4ccc(Cl)c([N+](=O)[O-])c4)cs3)nc3ccccc32)cc1 (stereo unspecified),0,-13,2,0,3,-5,0.4,1,-39
COc1ccc(C)cc1-n1nnnc1SCC(=O)NC1CC1,1,4,-15,-1,1,-7,0.7,3,-8
COc1ccccc1-c1nc(S(=O)(=O)c2ccccc2)c(N2CCOCC2)o1,1,-4,-2,-2,6,-2,0.6,-7,-25
CC(C)CCn1cnc2c(NCc3ccccc3)ncnc21,3,-18,-6,-4,5,-4,0.1,4,-14
C=C(C)C1CC=C(C)C(=NNC(=O)c2ccncc2)C1 (stereo unspecified),1,/,-4,-1,1,-13,1.3,-7,/
O=C(Nc1cccc2c1CCCC2)c1cc(C2CCCCN2C(=O)OCCF)on1 (stereo unspecified),1,/,-2,-6,5,-5,0.4,-4,/
CN(C)C(CNC(=O)c1ccc(NC(=O)CC#N)cc1)c1ccccc1 (stereo unspecified),0,-17,-6,-8,-20,-5,0.2,30*,-5
CCOc1ccccc1N1CCN(S(=O)(=O)c2cccc3nsnc23)CC1,3,0,-4,-6,0,-13,3.4,-6,-27
COc1ccccc1N(CC(=O)NCC1CCCO1)C(=O)CNS(=O)(=O)c1ccccc1 (stereo unspecified),0,1,6,-3,-2,-12,0.3,0,-8
Cc1c(C(=O)Nc2ccc3nc(N4CCOCC4)sc3c2)oc2ccccc12,14,-6,2,-4,0,-8,3.8,-1,-21
CCOc1ccc(NC(=S)N2CCC(N(C)CCN3CCOCC3)CC2)cc1,0,-9,3,-8,-10,-2,-0.4,8,-4
COc1ccc(N2CCN(CC(=O)Nc3nc(C)cs3)CC2)cc1,2,-3,-4,5,16,-6,1.4,-11,-3
O=C(CSc1nnc(-c2ccc(OC(F)F)cc2)o1)NC(=O)NCc1ccco1,1,-3,-4,-4,-7,-3,0.8,19,-13
CCn1ccnc1CN(C)Cc1cn(-c2cccc(C)c2)nc1-c1cccc(F)c1,1,-1,-4,3,22,0,-0.3,-24,-17
COC(=O)c1sccc1NC(=O)/C=C\c1ccc(Cl)cc1Cl,0,/,-17,-4,0,-15,0.2,-9,/
COc1ccccc1C(=O)NC(=O)CSc1nnc2ccccn12,2,-4,19,0,-6,13,-0.2,19,8
COC(=O)CCNC(=O)c1ccc2nc(Cc3ccc(OC)c(OC)c3)oc2c1,0,-15,14,-2,-3,0,0.7,-1,-7
CCCCn1c(N)c(N(CC(C)C)C(=O)CCNC(=O)c2ccccc2Cl)c(=O)[nH]c1=O,0,-5,-15,-4,2,-6,0.6,-2,4
Cc1c(NC(=O)/C(C#N)=C/c2c(N3CCCCC3)nc3ccccn3c2=O)c(=O)n(-c2ccccc2)n1C,10,-8,6,0,14,-12,1.9,-14,7
O=c1c2c(ncn1CCO)nc1n2CCC1,0,-10,11,-3,10,3,0.3,-3,-13
COc1ccc(CCNC(=O)CCN2C(=O)[C@@H]3Cc4ccccc4CN3C2=O)cc1,20,-10,-13,0,-11,13,6.6,2,-18
COc1ccc(NC(=O)CSc2nnc(C(C)C)n2N)cc1,0,-7,-1,-3,7,-11,0.8,-14,-7
COc1ccc(CCn2c(=O)[nH]c3cc(C(=O)N4CCN(c5ccccc5)CC4)ccc3c2=O)cc1OC,2,-1,7,-5,2,12,0.9,-3,-20
CN(CC(=O)Nn1cnnc1)S(=O)(=O)c1cc(Cl)ccc1Cl,1,-4,5,-5,-4,-19,0.3,9,-4
Clc1ccc(-n2nnc(-c3cccnc3)n2)cc1Cl,4,-9,-11,-1,-3,-3,0.2,0,-16

# Given with values under each structure: part of the list above
# Below each SMILES – CHRM4 agonist, OXTR potentiator, M4 antag, M1 ag, M1 PAM, CHO-K1 Ca antag, M1 ag parental, M1 antag, CHO parental Ca
> COc1ccc(CCNC(=O)CCN2C(=O)[C@@H]3Cc4ccccc4CN3C2=O)cc1
    20, -10, -13, 0, -11, 13, 6.6, 2, -18
> COc1ccc(NC(=O)CSc2nnc(C(C)C)n2N)cc1
    0, -7, -1, -3, 7, -11, 0.8, -14, -7
> COc1ccc(CCn2c(=O)[nH]c3cc(C(=O)N4CCN(c5ccccc5)CC4)ccc3c2=O)cc1OC
    2, -1, 7, -5, 2, 12, 0.9, -3, -20
> CN(CC(=O)Nn1cnnc1)S(=O)(=O)c1cc(Cl)ccc1Cl
    1, -4, 5, -5, -4, -19, 0.3, 9, -4
> Clc1ccc(-n2nnc(-c3cccnc3)n2)cc1Cl
    4, -9, -11, -1, -3, -3, 0.2, 0, -16

# Additional records follow:
SMILES,CHRM4 agonist,OXTR potentiator,M4 antag,M1 ag,M1 PAM,CHO-K1 Ca antag,M1 ag parental,M1 antag,CHO parental Ca
O=C(CSc1nc2ccccc2c(=O)n1Cc1ccco1)NCCN1C(=O)CSC1=O,3,-3,0,-1,-3,-17,2.4,12,-16
CC1CCN(S(=O)(=O)c2cccc(C(=O)Nc3nncs3)c2)CC1,5,-9,0,0,4,-5,2.6,-2,-1
COc1cc(CC(NC(C)=O)C(=O)NC2CCN(S(=O)(=O)c3ccc(NC(C)=O)cc3)CC2)cc(OC)c1 (stereo unspecified),1,1,-6,4,11,-2,0.3,3,-4
Cc1ccc(NC(=O)COC(=O)CN2CCCCCC2=O)cc1C,1,0,9,-5,3,-6,0.4,-5,-5
CN(CCC#N)CC(=O)Nc1ccc(NC(=O)CN(C)CCC#N)cc1,1,0,-9,-3,6,-25,0.6,-11,-6
CC(=O)N/N=C/c1ccccc1OCCOc1cccc(C)c1,2,-10,6,-3,2,-6,1.5,-6,-6
S=C(Nc1ccccc1Cl)N(Cc1ccccc1)Cc1cccnc1,1,0,-10,-8,1,-10,0.2,1,-20
NC(=O)c1ccccc1NC(=O)N1CCOCC1,2,-2,-18,3,17,14,0.2,-3,-8
CC1CC(C)C(=NNC(N)=O)C(C(O)CC2CCC(=O)NC2=O)C1 (stereo unspecified),0,/,3,-3,0,-11,-0.1,-6,/
O=C(COc1ccc(S(=O)(=O)N2CCCCC2)cc1)NC1CCCCC1,1,-12,0,-6,3,2,0.2,-20,-9
CCn1c2ccccc2c2cc(NC(=O)COC(=O)c3cc(Cl)c(N)cc3OC)ccc21,4,1,13,0,3,-9,0.4,5,-4
COc1ccc(C2NC(=O)C(C#N)=C(S)N2c2ccccc2)cc1OC (stereo unspecified),-1,1,-1,-3,4,-3,0.1,1,-9
CCC(C)c1ccc(NC(=O)Nc2cnccn2)cc1 (stereo unspecified),2,-12,-15,-1,5,-13,1.8,-4,-12
O=C(N/N=C/c1ccc2c(c1)OCO2)C(O)c1ccccc1 (stereo unspecified),1,0,-3,-7,9,-11,0.1,-4,-9
CCCC(=O)N1CCCC1(C)C(=O)Nc1ccc(-n2cncn2)cc1 (stereo unspecified),0,/,-5,-2,4,-8,0.9,-9,/
CCOC(=O)C1=CC[C@H]2c3c(c4ccccc4n3C)C(=O)C1N2S(=O)(=O)c1ccc(C)cc1,2,-2,-3,-8,12,-11,-0.9,-13,-29
CCc1ccc(NC(=O)C(=O)NNC(=O)c2cccs2)cc1,2,-8,10,0,1,-19,0.5,-8,11
Cc1onc(C(=O)NCc2ccc(F)cc2)c1[N+](=O)[O-],1,-14,-4,-2,-2,-8,0.7,-7,-7
CCCCc1nc2cc(C(=O)N(C)C3CCOCC3)ccc2o1,0,0,11,4,7,0,6.3,-3,-7
